# FLuc modulator: firefly luciferase modulation, counter-screen for miR-21 project. purified FLuc, Km substrates, luminescence inhibition. P08659. AID 588342. hit rate 6.9% among 360,000. Potency, µM (series often up to 57.5 µM), inactives show top-dose activity change, negative = inhibition, usual class: inhibitors;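 note: potency is the fitted concentration of half-maximal effect; plate controls were vehicle for no effect and reference inhibitor for full effect; nearly all actives have a fitted effect of over 55% in size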
# Target sequence (P08659 whole entry, looked up): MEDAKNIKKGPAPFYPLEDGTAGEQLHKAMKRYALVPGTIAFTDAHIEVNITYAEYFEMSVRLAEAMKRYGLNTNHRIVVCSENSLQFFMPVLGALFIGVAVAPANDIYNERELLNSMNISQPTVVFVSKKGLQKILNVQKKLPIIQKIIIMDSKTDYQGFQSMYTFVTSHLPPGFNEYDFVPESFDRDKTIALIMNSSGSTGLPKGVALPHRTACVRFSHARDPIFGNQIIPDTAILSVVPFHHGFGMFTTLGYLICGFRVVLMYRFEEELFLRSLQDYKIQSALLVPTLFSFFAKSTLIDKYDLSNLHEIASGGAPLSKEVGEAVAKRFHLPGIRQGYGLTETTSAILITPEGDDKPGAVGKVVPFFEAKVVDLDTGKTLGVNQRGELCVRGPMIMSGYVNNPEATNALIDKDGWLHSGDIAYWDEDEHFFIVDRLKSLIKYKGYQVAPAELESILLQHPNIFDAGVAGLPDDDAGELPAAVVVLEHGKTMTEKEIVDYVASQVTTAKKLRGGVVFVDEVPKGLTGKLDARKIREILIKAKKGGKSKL
#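 Purified P. pyralis luciferase (10nM final) with 10uM D-luciferin and 10uM ATP (Km levels) in 50mM Tris acetate pH 7.5, 10mM Mg acetate, 0.01% Tween-20, 0.05% BSA; qHTS 6-point titration, ~60 µM downward; luminescence read.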
# ELG1 genotoxic: induces genotoxicity in HEK293T cells with luciferase-tagged ELG1 | hit rate 1.3% among 330,000 | AID 504466 | HEK293T ELG1-luciferase reporter, luminescence, 16 h | Potency, µM (top dose mostly 46 µM), for inactives: top-dose activity change, positive = activation, usual class: activators; note: potency is the fitted concentration of half-maximal effect; % of control where 0% means no effect; nearly all actives have a fitted effect of over 60% in size
#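 Quantitative HTS format in 1536-well plates. HEK293T ELG1-luciferase reporter cells receive test compound and are incubated 16 hr at 37 °C, 5% CO2; ONE-Glo added, 30 min room temperature, then luminescence read.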
# NPC1 promoter act: activates the NPC1 promoter | Huh7 NPC1 promoter luciferase reporter, 24 h | Potency, µM (doses to about 9.22 µM), for the others: at the highest dose activation, usual class: activators | hit rate 2.4% among 320,000;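 note: potency is the fitted concentration of half-maximal effect; % of control where 0% means no effect; nearly all actives have a fitted effect of over 60% in size; reporter is driven by a mutant NPC1 promoter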
#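 In 1536-well qHTS, Huh7 cells harboring an NPC1 promoter–luciferase construct received compound for 24 h; activation was quantified by luminescence following luciferase reagent addition.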
# BRCA1 expr up: increases BRCA1 expression | MCF7-BRCA1-FFLuc reporter, luminescence, 48 h; response scale: scaled: vehicle 0%, 10 µM genistein 100% | AID 624202 | hit rate 1.1% among 380,000 | Potency, µM (doses to about 46.1 µM), for inactives: at the highest dose activation, actives largely listed as activators; note: potency is the fitted concentration of half-maximal effect; nearly all actives have a fitted effect of over 80% in size; some results filed as inactive show a strong effect at the top dose
#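 Activators of BRCA1 expression were detected as increased firefly luciferase luminescence in engineered MCF7 cells after 48 h compound incubation. Signals were scaled to genistein 10 microM as full activation.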
# Tb PFK inh: T. brucei PFK enzyme inhibition. AID 485367. hit rate 0.17% among 330,000. Potency, µM (top dose mostly 57.5 µM), for the others: at the top dose activity, negative = inhibition, hits mostly inhibitors. T. brucei PFK, ADP-Glo luminescence. O15648;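 note: potency is the fitted concentration of half-maximal effect; 0% = uninhibited 1x PFK enzyme wells and -100% = no-enzyme wells; nearly all actives have a fitted effect of over 60% in size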
#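 1.25 nM PFK with 0.5 mM F6P and 0.1 mM ATP in 0.1 M TEA pH 8.0, 5 mM MgCl2, incubated 45 min at room temperature; ADP measured by ADP-Glo luminescence; compounds titrated up to 57 uM.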
# RORg inh: ROR gamma (mouse) transcription inhibition; Potency, µM (titrated, usually from 53.6 µM), for the others: at the highest dose activity change, negative = inhibition, hits mostly inhibitors; Drosophila S2 Gal4-RORgamma UAS-luciferase reporter, 20 h; P51450; AID 2551; hit rate 5.4% among 310,000; note: potency is the fitted concentration of half-maximal effect; % is set by controls: 0 for no effect and ±100 for the full control effect; nearly all actives have a fitted effect of over 60% in size
# Target sequence (P51450 whole entry, looked up, the tested form may be a part): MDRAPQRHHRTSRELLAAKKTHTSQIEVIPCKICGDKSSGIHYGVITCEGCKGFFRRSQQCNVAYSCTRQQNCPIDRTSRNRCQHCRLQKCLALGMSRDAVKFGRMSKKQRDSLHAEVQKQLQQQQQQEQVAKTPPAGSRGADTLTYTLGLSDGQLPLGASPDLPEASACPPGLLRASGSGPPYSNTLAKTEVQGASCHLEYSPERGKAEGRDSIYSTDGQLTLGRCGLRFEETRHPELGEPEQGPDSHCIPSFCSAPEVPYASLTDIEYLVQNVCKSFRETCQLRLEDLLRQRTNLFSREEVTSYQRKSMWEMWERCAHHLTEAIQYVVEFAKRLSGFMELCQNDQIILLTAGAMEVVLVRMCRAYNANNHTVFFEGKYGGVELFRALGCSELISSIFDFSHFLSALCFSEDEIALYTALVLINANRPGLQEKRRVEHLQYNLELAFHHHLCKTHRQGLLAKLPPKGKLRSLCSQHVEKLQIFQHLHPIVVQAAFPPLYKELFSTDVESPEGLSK
#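 Using a luciferase readout, inhibitors were identified by reduced reporter activity in Drosophila cells coexpressing a copper-inducible Gal4–ROR gamma fusion and UAS-driven Photinus luciferase, incubated 20 hr after 700 uM copper sulfate.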
# TRPV1 ag: human TRPV1 agonism; Q8NER1; TRPV1-expressing cells, Fluo-8 calcium influx, agonist mode; activation, % at 8.33 µM; hit rate 0.19% among 320,000; AID 540275; in the data active = activation above about 80%; inconclusive = between about 30% and that limit; note: 0% is about no effect
#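 TRPV1-expressing cells were cultured overnight at 35.5C and loaded with Fluo-8 calcium dye for 40 to 90 min at room temperature. After a 10 s baseline, compound was added and calcium influx was read kinetically for 3 min (ex 480/em 520 nm).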
# ELG1 DNA repair: inhibitors of ELG1-dependent DNA repair in HEK293T cells; HEK293T ELG1-luciferase reporter, luminescence, 16 h; DNA damage induced by 5-fluorouridine; Potency, µM (top dose mostly 46.1 µM), for inactives: top-dose activity change, negative = inhibition, actives largely listed as inhibitors; hit rate 2.3% among 330,000; note: potency is the fitted concentration of half-maximal effect; % is set by controls: 0 for no effect and ±100 for the full control effect; nearly all actives have a fitted effect of over 55% in size
#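 Overnight (16 hr) co-exposure of 2,000 cells/well to 5-fluorouridine and compound at 37 °C preceded detection. Luciferase was quantified via ONE-Glo luminescence; loss of signal denotes inhibition.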
# Rab9 prom act: activates the Rab9 promoter | hit rate 2.8% among 320,000 | AID 485297 | Huh7 Rab9 promoter-luciferase reporter, luminescence, 24 h | Potency, µM (highest dose often 9.22 µM), without a hit: at the top dose activation, negative = inhibition, usual class: activators; note: potency is the fitted concentration of half-maximal effect; % of control where 0% means no effect; nearly all actives have a fitted effect of over 60% in size
#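 Cell-based reporter: Huh7 stable for Rab9 promoter-driven luciferase, plated in reduced-serum medium with 10% FBS at 1500 cells/well, compound-treated 24 h at 37 °C, luminescence read after 10 min reagent.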
# p53 reactivator: restores transcriptional activity of mutant p53; H1299 p53-A138V BP100-luciferase reporter, luminescence, 24 h; Potency, µM (highest dose often 92.2 µM), without a hit: at the top dose activity change, positive = activation, usual class: activators; hit rate 0.063% among 320,000; AID 504706; note: potency is the fitted concentration of half-maximal effect; % of control where 0% means no effect; nearly all actives have a fitted effect of over 45% in size
#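 H1299 (p53-null), stable ts p53-A138V + BP100-Luc; 1000 cells/well, Opti-MEM/10% FBS; cpd 4 pt, 1:5; 24 h, 37 deg C, 5% CO2; detection reagent 10 min RT; luminescence.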
# VP16 counter: counter-screen for ROR gamma inhibitors: Gal4-VP16 reporter; hit rate 3.5% among 310,000; Drosophila S2 Gal4-VP16 UAS-luciferase, luminescence, 20 h; Potency, µM (top dose mostly 53.6 µM), for inactives: top-dose activity, negative = inhibition, usual class: inhibitors;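 note: Gal4-VP16 expression switched on by copper sulfate through the metallothionein promoter; potency is the fitted concentration of half-maximal effect; % is set by controls: 0 for no effect and ±100 for the full control effect; nearly all actives have a fitted effect of over 50% in size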
# * = called active by the depositor; u = inconclusive; x = no result given; & = joins results of further samples; [ ] = remark or other dose. Unless noted, calls come from the whole dose curve; as a rule, active = well fitted curve in the direction sought with a large enough effect; inconclusive = small, poorly fitted or top-dose-only effect, or another doubt; inactive = no such curve, though single readings can be large; an effect the other way counts as inactive or inconclusive. Rows are unselected; 15% or so of the library scored in one or more.
SMILES,FLuc modulator,ELG1 genotoxic,NPC1 promoter act,BRCA1 expr up,Tb PFK inh,RORg inh,TRPV1 ag,ELG1 DNA repair,Rab9 prom act,p53 reactivator,VP16 counter
CC(=O)c1ccc(NC(=O)CSC2=NS(=O)(=O)c3cc(Cl)ccc3N2)cc1,u,1%,10%,1%,-1%,x,-3,4%,-1%,8%,x
CCc1ccccc1NC(=O)CNC(=O)c1cc(C2CC2)nc2c1cnn2C(C)C,4%,-2%,-4%,13%,-1%,x,0,13%,-6%,0%,x
O=C1NCCN1Cc1cccc(Cl)c1,16%,0%,2%,-16%,-12%,5%,3,-9%,-4%,-1%,1%
Cc1ccc(S(=O)(=O)N=C2SCCCS2)cc1,u,16%,2%,-26%,3%,7%,-2,u,2%,12%,-1%
COc1ccc(C2C3=C(NCCN=C3c3ccccc3)C(=O)N2c2ccccc2)c(OC)c1 (stereo not given),-4%,3%,-4%,0%,3%,-9%,-7,u,1%,-1%,-12%
CC12CCC(C(=O)NCCCN3CCOCC3)(OC1=O)C2(C)C (stereo not given),2%,1%,4%,-8%,-1%,-16%,-5,8%,0%,-1%,2%
COC(=O)C1=C(C)NC(=S)N(C(C)=O)C1c1ccc(OC)c(OC)c1 (stereo not given),-4%,4%,0%,-13%,-3%,-4%,2,-5%,0%,-2%,3%
COC(C(=O)Nc1ccc(F)cc1)c1ccccc1 (stereo not given),-1%,1%,-3%,0%,3%,43%,-2,12%,-3%,0%,-2%
Cc1cc(/C=N/Nc2nc(N)ncc2[N+](=O)[O-])c(C)n1-c1ccccc1F,0.048µM*,u,u,x,-5%,1.6µM*,9,u,-17%,-10%,7.1µM*
CC(=O)N1CCc2cc(S(=O)(=O)CCC(=O)N3CCN(c4ccccc4F)CC3)ccc21,-1%&-7%,2%[9.26 µM],2%,1%&19%,-2%,-1%,-1,-1%,-1%,6%,-5%
O=C(Nc1ccnc(-c2cccnc2)n1)c1cccc(Cl)c1Cl,6%,-11%,2%,-22%,0%,5%,2,-23%,-5%,-1%,-2%
O=C(CSc1n[nH]c(-c2cccs2)n1)NCc1cccs1,1%,-1%,-1%,-46%,-3%,-5%,-1,-2%,3%,0%,2%
Cc1ccc2cc(/C=N/Nc3ccc(C(=O)O)cc3)c(Cl)nc2c1,0.15µM*,18µM*,1.1µM*,u,17%,-43%,-2,u,1.3µM*,u,u
Cc1ccc(OC(=O)c2ccccc2C(=O)OCC(F)(F)C(F)F)cc1,-16%,-3%,0%,-20%,6%,22%,-7,u,-3%,5%,-2%
Cc1cc(=O)oc2cc(OC(C)C(=O)NCCCN3CCCC3=O)c(Cl)cc12 (stereo not given),0%,2%,-2%,0%,-1%,-27%,0,9%,3%,1%,5%
NC(=O)c1snnc1-c1ccccc1,0%,1%,2%,-11%,-11%,-1%,-4,u,0%,2%,-6%
CCN(CC)c1ccc2cc(C(=O)Nc3ccc(-n4cnnn4)c(OC)c3)c(=O)oc2c1,2%,3%,-1%,x,-1%,8%,-1,21%,4%,u,-2%
Cc1cccc(NC(=O)CN2CCN(C(=O)c3oc4c(Cl)cccc4c3C)CC2)c1C,0%,-5%,0%,-44%,2%,x,5,u,-1%,-2%,x
CC(=O)NCCc1nc2ccccc2n1CCOc1ccccc1C,-2%,3%,-3%,9%,-3%,17%,u,-3%,2%,-4%,0%
CCOC(=O)NCc1ccc(S(=O)(=O)Nc2ccccc2C)cc1,5%,-1%,0%,-27%,-14%,6%,0,u,-6%,-2%,1%

# Not a retest: 8 of the compounds above.
SMILES,FLuc modulator,ELG1 genotoxic,NPC1 promoter act,BRCA1 expr up,Tb PFK inh,RORg inh,TRPV1 ag,ELG1 DNA repair,Rab9 prom act,p53 reactivator,VP16 counter
CC(=O)c1ccc(NC(=O)CSC2=NS(=O)(=O)c3cc(Cl)ccc3N2)cc1,u,1%,10%,1%,-1%,x,-3,4%,-1%,8%,x
CCc1ccccc1NC(=O)CNC(=O)c1cc(C2CC2)nc2c1cnn2C(C)C,4%,-2%,-4%,13%,-1%,x,0,13%,-6%,0%,x
O=C1NCCN1Cc1cccc(Cl)c1,16%,0%,2%,-16%,-12%,5%,3,-9%,-4%,-1%,1%
Cc1ccc(S(=O)(=O)N=C2SCCCS2)cc1,u,16%,2%,-26%,3%,7%,-2,u,2%,12%,-1%
COc1ccc(C2C3=C(NCCN=C3c3ccccc3)C(=O)N2c2ccccc2)c(OC)c1 (stereo not given),-4%,3%,-4%,0%,3%,-9%,-7,u,1%,-1%,-12%
CC12CCC(C(=O)NCCCN3CCOCC3)(OC1=O)C2(C)C (stereo not given),2%,1%,4%,-8%,-1%,-16%,-5,8%,0%,-1%,2%
COC(=O)C1=C(C)NC(=S)N(C(C)=O)C1c1ccc(OC)c(OC)c1 (stereo not given),-4%,4%,0%,-13%,-3%,-4%,2,-5%,0%,-2%,3%
COC(C(=O)Nc1ccc(F)cc1)c1ccccc1 (stereo not given),-1%,1%,-3%,0%,3%,43%,-2,12%,-3%,0%,-2%

# New compounds follow
SMILES,FLuc modulator,ELG1 genotoxic,NPC1 promoter act,BRCA1 expr up,Tb PFK inh,RORg inh,TRPV1 ag,ELG1 DNA repair,Rab9 prom act,p53 reactivator,VP16 counter
CCOC(=O)c1nn(-c2ccccc2)c(=O)cc1OCC(=O)Nc1cc(C)ccc1OC,3%,0%,-1%,7%,25%,x,-4,13%,-7%,20%,x
COc1cc(OC)cc(C(=O)NCC(=O)OC2CCCCC2=O)c1 (stereo not given),7%,-2%,-3%,-29%,-7%,x,0,8%,-2%,-5%,x
COCCOc1ccc(C(F)(F)F)cc1NC(=O)COC(=O)c1cc([N+](=O)[O-])ccc1N1CCOCC1,-3%,-6%,1%,-41%,3%,2%,2,u,2%,-13%,7%
CCCCn1c(=O)n(C)c(=O)c2c(C(F)(F)F)cc(-c3ccncc3)nc21,-1%,-6%,-1%,-50%,0%,-18%,u,15µM*,-5%,11%,2%
O=C(O)c1cccnc1SC1CC(=O)N(CCc2ccccc2)C1=O (stereo not given),0%,2%,0%,1%,-1%,20%,-2,8%,-11%,2%,0%
Cc1ccc(-n2[nH]c(C)c(C=Nc3ccc(S(=O)(=O)N4CCOCC4)cc3)c2=O)c(C)c1,0%,0%,-1%,x,-1%,-19%,0,16%,-2%,-1%,4%
Cc1ccccc1OCC(=O)Nc1ccc(S(=O)(=O)N2CCOCC2)cc1,0%,1%,-5%,-4%,2%,-1%,1,1%,-2%,1%,10%
Cc1sc2ncn3cnnc3c2c1C,-2%,-6%,3%,-7%,0%,8%,6,u,3%,0%,-9%
CCOc1ccc(/C=N/NC(=O)C(OC)c2ccccc2)cc1 (stereo not given),-17%,0%,4%,16%,1%,25%,-1,6%,3%,0%,6%
O=C(NNc1cccc(Cl)n1)Nc1ccc(Cl)cc1,1%,0%,-2%,5%,-13%,27%,2,4%,4%,-2%,8%
CN1CCN(Cc2ccc(Sc3ccc(Cl)cc3)c([N+](=O)[O-])c2)CC1,-1%,-1%,-3%,-43%,1%,-27%,-10,u,-2%,-2%,-25%
COc1ccc(S(=O)(=O)N(C)CC(=O)N2CCN(C)CC2)cc1C,1%,0%,1%,-1%,-1%,0%,-3,6%,-7%,-2%,6%
C=CCNCCOCCOc1ccccc1-c1ccccc1,-4%,3%,2%,-38%,-29%,28%,7,4%,-19%,10%,-15%
COc1ccc2c(c1)CCc1cn[nH]c1-2,u,-1%,15%,41%,-6%,-22%,-4,0%,7%,4%,9%
O=C(COCc1cc(-c2cccs2)on1)NC1CCCCC1,0%,2%,-4%,-2%,-6%,10%,20,10%,0%,7%,-1%

# Compound activity: PubChem BioAssay, National Center for Advancing Translational Sciences (NCATS)
